BoNT-F LC inh: BoNT F light chain protease inhibition | Multiplex microsphere protease cleavage assay, flow cytometry | inhibition, % at 10 µM | 0.22% of 360,000 active | AID 588497; in the data active means inhibition above about 35%, passing the limit was not always enough; inconclusive means no clear call, values can overlap the other calls; further: plate controls were buffer without enzyme for full effect and enzyme alone for no effect
FBA Mtb inh: inhibitors of M. tuberculosis fructose-bisphosphate aldolase | 2.3% of 360,000 active | purified M. tuberculosis FBA, fluorescence read-out | inhibition, % at 1 µM | AID 588726 | P9WQA3; in the data active means inhibition above about 27%;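 further: 0% = vehicle and 100% = reference inhibitor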
Target sequence (P9WQA3 whole entry, looked up): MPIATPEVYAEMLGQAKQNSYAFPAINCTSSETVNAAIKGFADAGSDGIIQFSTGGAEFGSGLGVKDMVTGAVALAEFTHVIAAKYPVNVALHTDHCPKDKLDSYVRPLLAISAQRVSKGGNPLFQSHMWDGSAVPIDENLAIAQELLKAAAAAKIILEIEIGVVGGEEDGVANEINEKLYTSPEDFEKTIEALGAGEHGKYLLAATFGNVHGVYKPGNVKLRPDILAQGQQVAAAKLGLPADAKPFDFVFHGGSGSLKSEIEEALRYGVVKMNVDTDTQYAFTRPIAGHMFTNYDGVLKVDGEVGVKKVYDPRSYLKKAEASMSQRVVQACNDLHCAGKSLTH
Rv3671c protease: inhibits the M. tuberculosis serine protease Rv3671c | inhibition, % at 5.96 µM | AID 2606 | 0.048% of 320,000 active; in the data active means inhibition above about 38%;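 further: extracellular domain of Rv3671c used as enzyme; 0% = enzyme with DMSO and 100% = no enzyme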
Target sequence (P9WHR9 whole entry, looked up, the tested form may be a part): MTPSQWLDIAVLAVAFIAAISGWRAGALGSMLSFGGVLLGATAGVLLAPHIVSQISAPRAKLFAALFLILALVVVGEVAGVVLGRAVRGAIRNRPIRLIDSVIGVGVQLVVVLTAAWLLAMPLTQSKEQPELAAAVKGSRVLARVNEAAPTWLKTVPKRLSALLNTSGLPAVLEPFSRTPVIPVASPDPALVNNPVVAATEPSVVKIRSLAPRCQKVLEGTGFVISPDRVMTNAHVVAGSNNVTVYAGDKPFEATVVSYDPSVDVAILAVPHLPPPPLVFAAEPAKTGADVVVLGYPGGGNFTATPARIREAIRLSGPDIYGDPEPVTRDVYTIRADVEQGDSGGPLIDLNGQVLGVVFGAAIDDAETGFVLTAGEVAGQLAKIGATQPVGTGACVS
GDH-TPI inh: inhibits GDH-TPI coupling enzymes, artifact for Mtb FBA screen; GDH-TPI coupled enzyme counterscreen, NADH absorbance; inhibition, % at 4.8 µM; 1.2% of 360,000 active; AID 588335; in the data active means inhibition above about 30%;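 further: 0% = DMSO wells and 100% = wells lacking the enzyme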
Mtb BioA inh: inhibitors of Mycobacterium tuberculosis BioA enzyme; inhibition, % at 9.99 µM; 0.096% of 360,000 active; purified M. tuberculosis BioA enzyme, plate reader; in the data active means inhibition above about 40%; inconclusive means no clear call, values can overlap the other calls
FadD28 binding: inhibitors of Mycobacterium tuberculosis FadD28 bisubstrate binding; FadD28 bisubstrate probe binding, fluorescence polarization; inhibition, % at 12.5 µM; 0.22% of 360,000 active; in the data active means inhibition above about 8.5%, passing the limit was not always enough; inconclusive means no clear call, values can overlap the other calls
Mtb UGM inh: Mtb UDP-galactopyranose mutase inhibition | P9WIQ1 | purified UGM, fluorescence polarization probe displacement | inhibition, % at 10 µM | 0.06% of 320,000 active | AID 504406; in the data active means inhibition above about 10%, passing the limit was not always enough; inconclusive means no clear call, values can overlap the other calls
PrPC surface inh: cell surface PrPC inhibition, primary TR-FRET screen. inhibition, % at 13.8 µM. P04156. TR-FRET read-out. 0.43% of 370,000 active; in the data active means inhibition above about 24%; further: 0% = median of the test wells and 100% = reference compound wells
MazF activator: increases E. coli MazEF RNase cleavage of RNA. 0.32% of 350,000 active. P0AE70. activation, % at 20 µM. FAM/BHQ RNA-DNA oligo cleavage fluorescence, 5 h; in the data active means activation above about 50%
Target sequence (P0AE70 whole entry, looked up): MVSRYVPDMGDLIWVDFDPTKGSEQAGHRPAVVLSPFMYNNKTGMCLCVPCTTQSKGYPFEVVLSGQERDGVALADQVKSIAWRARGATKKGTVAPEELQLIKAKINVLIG
An asterisk follows results filed as active; ? = inconclusive; . = no result given. Outcome played no part in choosing rows. Share with any hit: about 4.8%.

SMILES	BoNT-F LC inh	FBA Mtb inh	Rv3671c protease	GDH-TPI inh	Mtb BioA inh	FadD28 binding	Mtb UGM inh	PrPC surface inh	MazF activator
CC(=O)Oc1cc2c(C(=O)NCc3ccncc3)c(C)oc2c2ccccc12	-11	0	4	-13	-1.3	-3.7	3.5	-5	2
O=C(Oc1ccc(-c2csnn2)cc1)c1cccs1	?	0	2	7	-0.2	-0.1	-1.7	-1	-3
O=C(Nc1cc([N+](=O)[O-])ccc1O)c1cccc(NC(=O)c2ccco2)c1	?	-5	1	6	-2.7	-3.4	3.4	-27	5
O=C(c1cc(Cl)c(=O)n(Cc2ccccc2)c1)N1CCOCC1	2	-1	-2	6	-1.1	-3.9	1.1	-2	3
CC(CCc1ccccc1)NC(=O)C(=O)NCCc1ccccc1 (stereo not given)	0	-7	-6	-11	.	-4.8	-1.9	6	4
Cc1cc(C)c(S(=O)(=O)N2CC=C(c3ccccc3)CC2)c(C)c1	8	-1	-13	-5	0.9	2.3	-1.2	4	-10
CC(C)n1c(=O)[nH]c2cc(C(=O)Nc3ccccc3)ccc21	3	3	-1	5	40	0.3	2.8	4	5
O=C(Nc1cccc(F)c1)c1ccc(S(=O)(=O)N2CCOCC2)cc1	-9	4	3	4	30	-0.8	-0.8	7	1
O=C(NNC(=O)c1cc(O)c(O)c(O)c1)NC1CCCCC1	0	-2	4	3	12	0.6	-0.1	-6	13
O=C(O)C1C2CCC(C2)C1C(=O)Nc1ccccc1 (stereo not given)	3	-3	-7	-7	.	-2.5	7.5	1	-6
C=CC(COCc1ccccc1)N(Cc1ccc(OC)cc1)S(=O)(=O)c1ccccc1Br (stereo not given)	2	3	-12	5	-0.1	-0.9	-3.8	4	-6
O=C(COc1ccccc1)NCC(=O)N/N=C/c1ccccc1	1	0	6	10	.	-5.1	0.5	3	8
COc1c(/C=N/NC(N)=S)c(C)nn1-c1ccccc1	-7	-2	-14	12	.	0.6	-1.1	6	1
COc1ccc(N2CCN(c3oc(Cc4ccccc4)nc3C#N)CC2)cc1	4	-7	9	4	0.8	-1.9	6.0	7	0
CCCOc1ccc(C(C)=O)cc1CC(C(=O)OCC)C(=O)OCC	-6	-1	-6	4	4.7	0.0	0.3	-1	0
CCCS(=O)(=O)C/C(N)=N/OC(=O)c1ccc(Cl)cc1	?	0	2	1	-0.4	-2.3	1.7	-1	7
CC(C)c1ccc(NC(=O)C2(C)Cc3c(-c4cccc(C(N)=O)c4)ccnc3O2)cc1 (stereo not given)	-8	-4	.	-4	1.7	-2.3	.	-1	.
O=[N+]([O-])c1cc([N+](=O)[O-])c(Oc2c(F)cc(F)cc2F)cc1NN1CCCCC1	-2	3	6	7	-1.6	-2.3	-3.1	-5	6
O=C1NC(=O)C([N+](=O)[O-])=C(O)C1=O	-2	4	.	17	-0.1	-0.4	.	5	1
CCCNC(=O)C(Cc1cccc(OC)c1)NC(=O)c1ccc(C(C)(C)C)cc1 (stereo not given)	3	0	-9	-3	-0.2	0.0	3.4	12	-2
COCCN1C(=O)N[C@@H](c2cccc(F)c2)C(C(C)=O)=C1C	-2	1	4	11	0.2	-2.2	0.0	4	5
COc1ccc(NC(=O)C(=O)N/N=C/c2cc(C)n(-c3cccc(Cl)c3Cl)c2C)c(OC)c1	10	2	2	10	-1.2	-0.2	-1.3	1	2
CCc1oc2c(C)c(O)ccc2c(=O)c1-c1ccc2ccccc2n1	-1	2	3	17	-1.8	0.6	1.4	-1	7
C#CC(CC)(CC)NC(=O)Nc1ccc(OCC)cc1	0	0	-8	1	-0.7	-0.7	0.6	3	-2
Cc1ccc(-n2cccn2)c(CN2CCCC(C(=O)c3ccc4c(c3)OCO4)C2)c1 (stereo not given)	-5	3	2	6	.	1.8	2.1	-3	12
COCCCN1C2=C(C(=O)CC(C)(C)C2)C(c2ccc(O)c(OC)c2)C2=C1CC(C)(C)CC2=O	-6	2	-7	-4	0.9	-1.7	-0.1	4	3
O=c1c2ccccc2nc(/C=C/c2cc(Br)ccc2O)n1CCCO	-23	0	3	21	-1.5	-4.2	-1.8	4	-18
COc1ccccc1N1CCN(CC(=O)Nc2nccs2)CC1	0	-1	8	-9	-0.2	-3.8	-0.5	3	3
CCC(=O)Nc1ccc(C(=O)NNC(=O)COc2cccc(C)c2)cc1	-9	1	-25	2	.	-0.9	1.6	-4	-6
Cc1ccc(-n2ncc3c2CC(C)(C)CC3NC(=O)c2cc[n+]([O-])cc2)cc1 (stereo not given)	0	0	4	1	-1.3	0.5	0.4	-7	-5

Ordered by number of heavy atoms (highest first): part of the list above.
SMILES	BoNT-F LC inh	FBA Mtb inh	Rv3671c protease	GDH-TPI inh	Mtb BioA inh	FadD28 binding	Mtb UGM inh	PrPC surface inh	MazF activator
COc1ccc(NC(=O)C(=O)N/N=C/c2cc(C)n(-c3cccc(Cl)c3Cl)c2C)c(OC)c1	10	2	2	10	-1.2	-0.2	-1.3	1	2
CCC(=O)Nc1ccc(C(=O)NNC(=O)COc2cccc(C)c2)cc1	-9	1	-25	2	.	-0.9	1.6	-4	-6
O=C(COc1ccccc1)NCC(=O)N/N=C/c1ccccc1	1	0	6	10	.	-5.1	0.5	3	8
CC(C)n1c(=O)[nH]c2cc(C(=O)Nc3ccccc3)ccc21	3	3	-1	5	40	0.3	2.8	4	5

Look-ups from the list:
`CCc1oc2c(C)c(O)ccc2c(=O)c1-c1ccc2ccccc2n1` – FBA Mtb inh = 2
`CC(C)c1ccc(NC(=O)C2(C)Cc3c(-c4cccc(C(N)=O)c4)ccnc3O2)cc1` (stereo not given) – FBA Mtb inh = -4

Other compounds follow.
SMILES	BoNT-F LC inh	FBA Mtb inh	Rv3671c protease	GDH-TPI inh	Mtb BioA inh	FadD28 binding	Mtb UGM inh	PrPC surface inh	MazF activator
COc1ccc(C(CNC(=O)COc2ccc(F)cc2Br)N2CCCC2)cc1 (stereo not given)	-2	1	3	4	.	-1.0	-1.4	0	4
O=C(CSc1nc2ccccc2o1)N/N=C/c1ccc(O)c(O)c1	6	3	3	54*	1.4	-1.6	0.2	2	-7
COc1ccc(CCN2C(=O)CSC2=Nc2ccc(C)cc2C)cc1OC	.	6	17	5	.	-1.3	-5.0	-5	-1
COCCCNc1oc(-c2cccs2)nc1S(=O)(=O)c1ccc(C)cc1	39*	-4	-2	7	.	0.8	-3.8	3	-6
O=C(NCc1ccccn1)c1ccc(OC2CCN(Cc3ccc(F)cc3F)CC2)cc1	3	1	4	-17	-1.6	-3.9	1.7	-3	-4
CC(OC(=O)c1ccccc1CCc1ccccc1)C(N)=O (stereo not given)	?	-2	0	5	2.0	-1.8	-3.2	0	-2
O=[N+]([O-])c1ccc(N2CCCC2)cc1NCc1ccccc1	-16	-8	-4	5	-1.6	-1.1	0.7	-1	-3
COP(=O)(CC(=O)c1ccccc1)CC(=O)c1ccccc1	-1	3	-1	7	-0.7	-0.8	1.4	10	5
COc1ccc(S(=O)(=O)N(C)C[C@H]2Oc3ccc(NS(=O)(=O)c4ccc(F)cc4)cc3C(=O)N([C@H](C)CO)C[C@@H]2C)cc1	4	1	-3	6	-0.9	0.1	0.2	-8	2
CCOc1ccc(/C=C/C(=O)N(CC)CC(=O)NCc2cccs2)cc1OC	-2	9	-1	30	-0.6	0.2	5.0	-10	-2
COC(=O)c1ccccc1S(=O)(=O)N1CCC(NC(=O)c2ccccc2)CC1	-3	2	6	1	1.2	-1.2	0.0	-7	5
O=C(Nc1ccn(CCCN2CCN(c3ccccn3)CC2)c(=O)n1)OCc1ccccc1	-1	1	.	-6	0.2	-1.6	.	-3	12
CC(C)(C)c1ccc(S(=O)(=O)N2CCN(CC(O)COCC3CCCO3)CC2)cc1 (stereo not given)	-8	2	1	-1	-1.8	-0.5	-0.3	-2	-2
C=CCn1c(N2CCCC2)nc2c1c(=O)[nH]c(=O)n2C	-10	-2	4	10	-0.3	-20	1.6	-1	4
CC(=O)c1cccc(NC(=O)c2cnccn2)c1	?	-1	5	3	19	-0.2	6.6	11	12
O=C(CN1CCOCC1)NNc1nc(-c2ccccc2)c2cc(Br)ccc2n1	4	-1	-3	6	.	-2.0	-1.8	-14	4
c1ccc(COc2cccc(CN3CCN(c4ccccn4)CC3)c2)cc1	-3	1	-9	-4	-0.3	-3.0	1.6	-2	-3
CCC(=O)c1c[nH]c(C(=O)N2CCN(c3ccccc3)CC2)c1	-6	0	-7	7	.	-1.5	-0.7	8	5
Cc1ccc(S(=O)(=O)Nc2cc(Cl)ccc2-n2cncn2)cc1	-5	1	-1	1	-1.4	-0.1	-1.7	4	2
C=CC[C@@H](CC(=O)NCCO)C(=O)N[C@H](COC(=O)[C@@H](CC=C)Cc1ccc(F)cc1)Cc1c[nH]c2ccccc12	-7	0	6	4	0.8	-7.0	0.1	-1	11
Cc1cccc(Nc2nc(C)nc3c2oc2ccccc23)c1	-5	4	-10	4	2.4	-8.4	-0.4	-2	-1
CN(C)CC(C)(C)CNC(=S)NCc1ccc2c(c1)OCO2	4	4	8	9	.	-0.4	-1.4	-3	2
Cc1cc(C(=O)Cn2nnc(-c3ccc(Cl)cc3)n2)c(C)n1CC1CCCO1 (stereo not given)	0	1	-11	2	0.4	0.6	1.6	12	-3
O=c1cc(CN2CCCCCCC2)c2ccccc2o1	-18	1	.	.	0.0	-2.3	.	7	.
COc1ccc(C(C(=O)NC2CCCC2)N(Cc2ccccc2)C(=O)c2snc(C(N)=O)c2N)cc1OC (stereo not given)	-9	3	-3	24	-1.9	-1.1	-1.1	-19	5
Cc1cccc(N2N=C(C(=O)Nc3nc(C)cs3)CCC2=O)c1	-1	-8	3	-5	.	-0.1	-0.6	5	2
CCOc1cc2[nH]c(=S)n(CC3CCCN3CC)c(=O)c2cc1OCC (stereo not given)	5	2	8	24	-3.6	-0.6	2.6	-10	2
COc1ccccc1C(CNC(=O)C(CCSC)NC(=O)c1ccccc1Cl)N1CCCC1 (stereo not given)	5	3	.	2	-5.0	0.2	.	-2	0
CC(=O)Nc1cccc(C(=O)NNC(=O)c2n[nH]c(=O)c3ccccc23)c1	-2	0	-4	3	0.4	0.8	-0.5	-5	6
CCC(C)C(NC(=O)C1CCC(C)CC1)C(=O)NCc1cccnc1 (stereo not given)	4	5	1	3	18	1.8	1.3	1	10
O=C(NCCc1ccc(Cl)cc1)C1CCCN1C(=O)Nc1ccc(F)cc1 (stereo not given)	?	4	2	-10	0.2	-0.2	-3.6	-4	9
